# Screens: PubChem BioAssay, several laboratories
# NR2E3 ag-1: agonists of human NR2E3 nuclear receptor; Q9Y5X4; AID 602229; 360,000 tested, 0.35% active; inhibition of corepressor binding, % at 3.98 µM; CHO-S Gal4-NCOR/VP16-NR2E3 two-hybrid, luciferase;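 active means inhibition above the mean of all tested compounds plus 3 SD, cut at about 70% in these data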;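 further: 0% = DMSO with NR2E3 transfected cells and 100% = cells lacking NR2E3 construct; higher means lower luciferase signal from less NR2E3 corepressor binding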
# Target sequence (Q9Y5X4 whole entry, looked up, the tested form may be a part): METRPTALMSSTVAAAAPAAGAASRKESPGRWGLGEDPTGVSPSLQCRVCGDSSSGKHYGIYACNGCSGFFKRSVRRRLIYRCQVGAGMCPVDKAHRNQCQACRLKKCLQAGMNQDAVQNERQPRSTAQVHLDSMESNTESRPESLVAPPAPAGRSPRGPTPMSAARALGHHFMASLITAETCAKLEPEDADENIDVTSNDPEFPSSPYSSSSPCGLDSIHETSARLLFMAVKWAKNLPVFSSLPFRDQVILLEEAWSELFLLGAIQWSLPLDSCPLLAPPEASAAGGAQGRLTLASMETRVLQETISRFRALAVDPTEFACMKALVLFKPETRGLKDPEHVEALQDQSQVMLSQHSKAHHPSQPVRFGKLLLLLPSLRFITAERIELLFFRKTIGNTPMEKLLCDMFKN
# NR2E3 ag-2: NR2E3 (human) agonism; Q9Y5X4; GST-NR2E3/biotin-RetCOR TR-FRET, 1536-well; inhibition of corepressor binding, % at 4.78 µM; 320,000 tested, 0.12% active; AID 2300;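 active means percent inhibition above the cutoff of mean plus 3 SD of all tested compounds, set per screening campaign, cut at about 20% in these data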;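 further: 0% = DMSO wells and 100% = biotin wells as full block of FRET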
#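 Material: NR2E3–RetCOR corepressor complex / Incubation: Compound–protein incubation for 5 h at 4 °C / Dosing: compound at 4.8 µM, single dose / Detection: time-resolved FRET / Benchmarks: high control biotin, low control 0.6% DMSO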
# Shn3 3UTR inh: reduces Shn3 3'UTR luciferase signal in osteoblasts | Clone20 osteoblast Shn3 3'UTR firefly luciferase, 24 h | inhibition, % at 12.5 µM | 360,000 tested, 0.52% active;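 active means mean inhibition of at least 75% with every replicate also reaching 75%; inconclusive means mean inhibition at least 75% but some replicate below; inactive means mean inhibition below 75%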;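 further: 0% = median of neutral control wells and 100% = pilot-screen positive control compound; some compounds past the cut are filed as inactive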
# CaV13 ICDI inh: Primary screen for inhibitors of IQ motif and Ca2+-dependent inactivation inhibitor domain binding in CACNA1D, Förster resonance energy transfer in living cells, …; inhibition, % at 12.3 µM; AID 743397; HEK cells, CFP/YFP FRET ICDI-IQ, plate reader, 10 min; percent FRET-ratio fall versus neutral wells; 340,000 tested, 0.098% active;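 active means mean replicate inhibition of at least 30% and at least 1% of replicates passing that level; inconclusive means only one of the two criteria is met; inactive means neither criterion is met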;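 further: 0% = median of the neutral control wells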
# PDI turbidity: blocks human protein disulfide isomerase activity | P07237 | PDI insulin aggregation turbidity, A650, 90 min | inhibition, % at 10 µM | 350,000 tested, 0.052% active;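 active means mean inhibition across replicates of 30% or more, whatever share of single replicates reach that level; inconclusive means mean inhibition below 30% while every single replicate reaches 30%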;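 further: absorbance from insulin aggregation driven by PDI reduction with DTT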
# Target sequence (P07237 whole entry, looked up): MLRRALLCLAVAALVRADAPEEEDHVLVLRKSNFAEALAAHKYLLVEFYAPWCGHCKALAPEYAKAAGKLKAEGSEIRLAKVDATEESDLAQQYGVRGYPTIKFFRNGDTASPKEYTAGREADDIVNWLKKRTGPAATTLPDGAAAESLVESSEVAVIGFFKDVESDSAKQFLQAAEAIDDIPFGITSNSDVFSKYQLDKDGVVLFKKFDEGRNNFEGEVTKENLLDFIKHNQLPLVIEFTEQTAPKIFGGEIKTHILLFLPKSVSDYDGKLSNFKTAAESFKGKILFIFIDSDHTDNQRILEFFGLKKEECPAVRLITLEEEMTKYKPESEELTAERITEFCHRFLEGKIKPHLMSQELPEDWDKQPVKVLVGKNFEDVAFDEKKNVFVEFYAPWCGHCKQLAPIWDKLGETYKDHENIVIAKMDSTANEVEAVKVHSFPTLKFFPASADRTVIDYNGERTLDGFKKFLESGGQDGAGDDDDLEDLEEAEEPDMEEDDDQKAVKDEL
# HIF-2a inh: blocks HIF-2a reporter activity; AID 624352; 360,000 tested, 0.72% active; 786-0 RCC cells HIF-2a reporter, luciferase luminescence, overnight; inhibition, % at 18.8 µM;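 active means inhibition of the luminescence signal of 40% or more relative to plate controls, in a single-dose primary screen at 18.75 µM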
# Peg3 promoter: reduces Peg3 promoter-driven luciferase expression in HeLa; HeLa PEG-Prom luciferase reporter, luminescence, overnight; inhibition, % at 20 µM; 360,000 tested, 1.7% active;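 active means inhibition of at least 50% at 20 µM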
# TRPM1 prom inh: inhibitors of MITF-driven TRPM1 promoter in melanoma cells. SK-MEL-5 TRPM1 promoter luciferase, 24 h. inhibition, % at 12.5 µM. 330,000 tested, 0.83% active. AID 488899;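 active means mean inhibition across replicates of 60% or more, whatever share of single replicates reaches that level; inconclusive means some that reach 60%, reason not given; inactive means mean inhibition across replicates below 60%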; further: values of inactives mirror those of a sister screen read the other way
# Vif inh: blocks HIV Vif function. HEK293T cells, Vif self-association by quenched fluorescence, imaging, 24 h. inhibition, % at 7.49 µM. 340,000 tested, 0.35% active. AID 602346; in the data active means inhibition above about 50%, passing the limit was not always enough; inconclusive means no clear call, values can overlap the other calls; inactive means below about 31%; further: some results filed as inactive read as strong as hits
# KKLEB tox: reduces viability of KKLEB cystic fibrosis airway cells. KKLEB CF airway cells viability, ATPlite luminescence, overnight; stronger effect = lower value; cells stimulated with P. aeruginosa culture filtrate. activity change (cytotoxicity), % at 5 µM. 360,000 tested, 0.36% active. AID 602141;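 active means corrected activity change at or below -50% at 5 µM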
# CF NFkB inh: cystic fibrosis NF-kB activation inhibition | AID 588850 | 360,000 tested, 0.86% active | KKLEB NF-kB-GFP reporter, PAF-induced, GFP fluorescence overnight | inhibition, % at 5 µM;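 active means at least 50% inhibition at 5 µM, scaled per plate between neutral and stimulator controls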;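 further: PAF is a Pseudomonas aeruginosa culture filtrate used as stimulus; plate controls were PAF-stimulated DMSO wells for no effect and unstimulated DMSO wells for full effect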
# * marks the source's active call; other numbers are inactive results; ? = inconclusive; nt = not tested or not shown.
SMILES,NR2E3 ag-1,NR2E3 ag-2,Shn3 3UTR inh,CaV13 ICDI inh,PDI turbidity,HIF-2a inh,Peg3 promoter,TRPM1 prom inh,Vif inh,KKLEB tox,CF NFkB inh
CCCc1cc2c(cc1NC(=O)c1ccccc1F)OCO2,4,-1,14,-7,-23,-20,-15,-11,-3,4,-2
CC1CCN(C(=O)c2cc(S(=O)(=O)N3CCOCC3)ccc2N2CCCC2)CC1,3,-4,1,-6,-8,-1,14,-4,-7,-10,20
CCCn1c(N)c(C(=O)CSc2n[nH]c(-c3ccc(C)cc3)n2)c(=O)[nH]c1=O,1,2,-12,-2,12,-7,5,7,nt,-4,-5
CCN(Cc1cn2cccnc2n1)C1CCCCC1,-9,2,-11,-4,-1,6,-3,7,5,-2,5
CCn1c(SCC(=O)O)nnc1-c1ccc(S(=O)(=O)N2CCCC2)cc1,14,-2,9,-3,1,11,11,11,7,0,10
Cc1noc(NS(=O)(=O)c2ccc(NC(=O)CSc3nnc(-c4ccccc4)n3C3CCCCC3)cc2)c1C,2,4,1,-7,-1,10,4,0,8,13,3
CCC1SC2=NC(C)=C(C(=O)OCC(C)C)C(/C=C/c3ccccc3OC)N2C1=O (configuration not stated),17,-2,21,-4,5,12,15,-1,19,5,-11
FC(F)(F)c1cc(-c2ccccc2)nc2ncnn12,2,4,6,-8,-1,-13,-8,-9,nt,-2,5
COC(=O)c1c(C(=O)OC)c(-c2cccc(F)c2)n2c1CS(=O)C2 (configuration not stated),-5,4,14,-19,-6,11,-2,8,0,-4,0
COc1ccc(S(=O)(=O)N(C)C[C@H]2Oc3ccc(NC(=O)Cc4ccccc4)cc3C(=O)N([C@H](C)CO)C[C@@H]2C)cc1,-7,nt,17,-4,-2,9,-4,10,0,-6,7
O=C(COC(=O)[C@@H]1CCCN1S(=O)(=O)c1ccc(Cl)cc1)NC1CCS(=O)(=O)C1 (some centres not stated),20,4,-1,-4,-4,11,9,-9,3,3,1
COC(=O)c1nnn(-c2nonc2N)c1CSCCO,-1,-2,-5,0,5,9,18,10,5,1,-5
CCOC(=O)CSc1nnc(-c2ccc(S(=O)(=O)N3CCOCC3)cc2)n1-c1ccccc1,1,-2,-6,-5,3,20,6,-3,1,-8,14
CC1(OC(=O)C2CCCC2)C(=O)C=C2C=C3CCCCN3C=C2C1=O (configuration not stated),-15,4,-15,nt,-6,2,-10,-1,7,13,-11
CCOC(=O)N1CCN(S(=O)(=O)c2ccc(C(=O)N(CCCN(C)C)c3nc4ccc(OC)cc4s3)cc2)CC1,-13,4,-17,nt,14,6,-10,0,15,12,-11
N#CCC(=O)Nc1ccc(C(=O)OCC(=O)Nc2cccc3ccccc23)cc1,-1,nt,-14,-15,4,8,18,nt,nt,-2,5
CN(C)c1ccc(NC(=O)CN2C(=O)CC(c3ccccc3)=Nc3ccccc32)cc1,8,0,-4,-4,?,24,31,27,nt,0,10
CN(CCO)c1cnccn1,-5,4,13,9,10,21,4,-2,3,1,-15
CN(C)C(=O)CSc1nnc(Cc2ccc3c(c2)OCO3)o1,-1,-1,0,3,12,-7,1,-6,5,-24,9
CCOC(=O)C(C)/C(C)=N/NC(=O)CCC(=O)Nc1cc(C)ccc1C (configuration not stated),-20,0,2,-4,1,8,19,12,-5,12,-17
C[C@@H](NC(=O)c1nc[nH]c1C(=O)N[C@@H](CCCCNC(=O)OC(C)(C)C)C(=O)OC(C)(C)C)c1ccccc1,-55,1,-6,-5,-4,29,21,11,-10,-8,9
CC1(c2ccc(F)cc2)OC(=O)c2c1ccc1ccccc21 (configuration not stated),-15,nt,7,-6,8,0,1,nt,7,-6,9
CC1CC(C)CN(CCCNC(=O)c2cc3c(s2)-c2ccccc2OC3)C1 (configuration not stated),-9,3,4,-2,4,-12,44,-14,4,-11,17
c1ccc(COc2ccc(CNCc3cccs3)cc2)cc1,-16,-1,-15,-8,-3,-141,-97,-39,nt,-5,7
CN(CP(=O)(O)CN(C)S(C)(=O)=O)S(C)(=O)=O,5,1,-12,-5,0,12,7,-2,-13,1,-9
ClCc1cc2ccccc2nc1Cl,-30,1,9,-4,-1,2,0,8,7,-3,-16
CCN(CC)c1ccc(S(=O)(=O)N2CCOCC2)cc1NC(=O)Nc1ccccc1,-2,nt,34,-6,9,15,18,10,18,-5,-4
Cc1cccc(C(=O)Oc2ccc(/C=N/NC(=O)c3ccccc3O)cc2)c1,-51,1,-28,-5,4,-151,-187,-53,0,9,6
COC(=O)CC(c1ccc(OC)c(OC)c1)c1ccc(OC)c(OC)c1,-5,0,4,-6,2,17,7,7,-2,3,9
CCC(C)(C)NC(=O)C(c1cccn1C)N(C(=O)Cn1nnc2ccccc21)c1ccc(OC)cc1OC (configuration not stated),-11,-1,-1,-4,2,-9,4,2,-2,-10,16
O=C(NCCCn1ccnc1)c1cc(-c2cccs2)on1,-39,3,-104,-8,2,-362,-95,12,10,18,-89
COCCn1c(C)cc2c(c1=O)C(c1ccco1)C(C#N)=C(N)O2 (configuration not stated),-10,-6,-5,-8,2,19,4,-5,21,2,-3
CC(C)=CCC/C(C)=C/CNC(=O)C[C@H]1C[C@H](C(=O)N2CCCCC2)[C@@]2(CCc3ccccc3)c3[nH]c4cc(-c5ccco5)ccc4c3CCN2C1=O,-15,nt,17,nt,-5,13,1,3,nt,4,-13
Cn1cc(CN2CCC(C(=O)Nc3cccc(-c4cccc(F)c4)c3)CC2)cn1,-17,0,-4,nt,8,3,32,-14,-4,-15,16
CCOC(=O)C1=CNS(=O)(=O)NC1c1ccc(C[C@H](NC(=O)CNC(=O)CCc2ccccc2)C(N)=O)cc1 (some centres not stated),-9,nt,-3,-13,-5,4,2,-7,9,-6,-2
Cc1cc(C)c2c(CN3CCC(C)CC3)cc(=O)oc2c1C,-19,-3,0,-2,-2,-26,-21,-16,-7,-6,11
CC1(C)NC(=O)N(CC(=O)NNC(=O)c2ccccc2F)C1=O,-29,-1,-20,-2,-10,-45,-39,nt,12,3,13
CCOc1ccc(Nc2nc(NCC3CCCO3)c3ccccc3n2)cc1 (configuration not stated),2,2,69,-4,-9,-38,6,8,-5,-25,30
CN(C(=O)C1CCCO1)C1CCS(=O)(=O)C1 (configuration not stated),-25,0,-9,-2,-6,12,5,5,1,9,7
CC(C)(C)NC(=O)Cn1nnnc1-c1nonc1N,-28,0,5,-5,6,-38,-15,-32,-7,-30,5
COC(=O)c1sc(N2CCCCC2)c(C#N)c1N,-21,0,5,-4,-8,-54,-44,-21,-8,13,-14
O=C1C2CCCN2C(=O)N1CCCCN1CCN(c2cccc(Cl)c2)CC1 (configuration not stated),1,3,-17,-7,-2,9,9,0,-1,26,-16
CCOC(=O)N1CCN(C(=O)CN2C(=O)COc3ccc(S(=O)(=O)N4CCOCC4)cc32)CC1,9,2,4,-8,-4,9,-20,-9,-2,12,-21
CC(Sc1ccc(Cl)cc1)C(=O)Nc1ccc(S(=O)(=O)N2CCOCC2)cc1 (configuration not stated),11,0,10,-5,3,20,16,-1,nt,2,1
Cc1scc(C(=O)N2CCN(S(C)(=O)=O)CC2)c1-c1ccccc1,-9,0,6,-8,12,1,13,-15,7,-4,12
C1CCC(Nc2nnnn2C2CCCCC2)CC1,-20,0,-7,nt,9,13,-26,10,16,0,9
CCCC(C)C(=O)Nc1ccc(S(=O)(=O)N2CCCC2)cc1 (configuration not stated),-13,2,19,-1,3,20,12,2,-1,2,1
CC(C)CNC(=O)c1ccccc1NC(=O)c1ccccc1N(C)S(=O)(=O)c1ccccc1,-58,0,2,-2,12,20,15,11,-2,9,-26
COc1ccc(N(CC(=O)NCc2ccco2)S(C)(=O)=O)cc1Cl,-7,1,24,-5,-4,-7,-4,7,-6,-4,-7

# Entries listed so far containing a halogen:
SMILES,NR2E3 ag-1,NR2E3 ag-2,Shn3 3UTR inh,CaV13 ICDI inh,PDI turbidity,HIF-2a inh,Peg3 promoter,TRPM1 prom inh,Vif inh,KKLEB tox,CF NFkB inh
CCCc1cc2c(cc1NC(=O)c1ccccc1F)OCO2,4,-1,14,-7,-23,-20,-15,-11,-3,4,-2
FC(F)(F)c1cc(-c2ccccc2)nc2ncnn12,2,4,6,-8,-1,-13,-8,-9,nt,-2,5
COC(=O)c1c(C(=O)OC)c(-c2cccc(F)c2)n2c1CS(=O)C2 (configuration not stated),-5,4,14,-19,-6,11,-2,8,0,-4,0
O=C(COC(=O)[C@@H]1CCCN1S(=O)(=O)c1ccc(Cl)cc1)NC1CCS(=O)(=O)C1 (some centres not stated),20,4,-1,-4,-4,11,9,-9,3,3,1
CC1(c2ccc(F)cc2)OC(=O)c2c1ccc1ccccc21 (configuration not stated),-15,nt,7,-6,8,0,1,nt,7,-6,9
ClCc1cc2ccccc2nc1Cl,-30,1,9,-4,-1,2,0,8,7,-3,-16
Cn1cc(CN2CCC(C(=O)Nc3cccc(-c4cccc(F)c4)c3)CC2)cn1,-17,0,-4,nt,8,3,32,-14,-4,-15,16
CC1(C)NC(=O)N(CC(=O)NNC(=O)c2ccccc2F)C1=O,-29,-1,-20,-2,-10,-45,-39,nt,12,3,13
O=C1C2CCCN2C(=O)N1CCCCN1CCN(c2cccc(Cl)c2)CC1 (configuration not stated),1,3,-17,-7,-2,9,9,0,-1,26,-16
CC(Sc1ccc(Cl)cc1)C(=O)Nc1ccc(S(=O)(=O)N2CCOCC2)cc1 (configuration not stated),11,0,10,-5,3,20,16,-1,nt,2,1
COc1ccc(N(CC(=O)NCc2ccco2)S(C)(=O)=O)cc1Cl,-7,1,24,-5,-4,-7,-4,7,-6,-4,-7
